# GPR35 antagonists = GPR35 antagonists blocking zaprinast-driven arrestin recruitment, primary screen, imaging, U2OS, beta-arrestin-GFP, zaprinast agonist (AID 2058) | one-dose inhibition, % at 10 µM; IC50 in µM for titrated hits | U2OS GPR35 beta-arrestin-GFP translocation imaging, zaprinast antagonism; higher % means a stronger effect | 290,000 tested, 0.052% active;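 active means inhibition of at least 50% with at least 30 cells and total cytoplasm GFP at most 10,000,000; inconclusive means under 30 cells or total GFP of 10,000,000 plus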
# MgcRacGAP inhibition = MgcRacGAP GTPase-activating activity inhibitors, confirmation, biochemical, ADP Hunter fluorescence; MgcRacGAP-stimulated Rac1 GTP hydrolysis, ADP Hunter fluorescence; higher % means a stronger effect; GST-tagged Rac1 F28L mutant substrate; inhibition, % at 30 µM; hits with a dose series show IC50 in µM; 340,000 tested, 0.6% active;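 active means first-screen hits whose inhibition reached a set limit at any dose in the follow-up dose series; inconclusive means inhibition above the set first-screen limit but never retested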;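 further: fluorescence reports GDP produced by GAP-driven GTP hydrolysis; strong numbers were not always called active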
# HIV fusion peptide = cell-free HIV fusion peptide-binding blockers – biochemical, uHTS, fluorescence dequenching, primary screen (AID 1986). inhibition, % at 20 µM; hits with a dose series show IC50 in µM. cell-free peptide binding, fluorescence dequenching, 30 min; higher % means a stronger effect. 290,000 tested, 0.3% active; in the data active means inhibition mostly above about 52%, no sharp cut-off; inactive means mostly below about 76%; further: some results filed as inactive read as strong as hits
# LYP phosphatase = PTPN22 lymphoid phosphatase activity blockers – biochemical, fluorescence intensity, uHTS (AID 1779). inhibition, % at 11.5 µM, or IC50 in µM where a hit was titrated. recombinant LYP phosphatase, fluorescence intensity; higher % means a stronger effect. 290,000 tested, 0.054% active; in the data active means inhibition above about 50%;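 further: plate controls were vehicle with enzyme for no effect and no enzyme for full effect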
# GPR55 LPI antagonism = GPR55 antagonists blocking LPI-driven arrestin recruitment, primary screen, imaging, U2OS, beta-arrestin-GFP, LPI agonist (AID 2013); U2OS GPR55 beta-arrestin-GFP translocation imaging, LPI antagonism; higher % means a stronger effect; one-dose inhibition, % at 10 µM; IC50 in µM for titrated hits; 290,000 tested, 0.13% active;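 active means spots per cell inhibited over 60%, with over 100 cells counted and total cytoplasm intensity under 500,000; inconclusive means wells with under 100 cells, flagged as likely toxic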;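 further: U2OS cells stably carrying GPR55 and arrestin-GFP stimulated by 5 µM LPI near EC80; imaged beta-arrestin-GFP aggregate spots per cell after agonist stimulation; plate controls were LPI-stimulated DMSO wells for no effect and DMSO wells without LPI for full effect; some results filed as inactive read as strong as hits; confirmed hits need IC50 under 10 µM and bright autofluorescent wells are also inconclusive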
# Salmonella PhoP GFP = inhibitors of PhoP regulon expression, primary screen, Salmonella Typhimurium, GFP reporter (AID 1863) | 300,000 tested, 0.16% active | one-dose inhibition, % at 50 µM; IC50 in µM for titrated hits | S. Typhimurium PhoP-regulated promoter GFP reporter, 4 h; higher % means a stronger effect;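 active means inhibition over 29.93%, a cutoff 3 SD above the screen mean, later confirmed by dose response; inconclusive means inhibition over 29.93% but no dose response follow-up; inactive means inhibition at most 29.93% or unconfirmed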;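 further: 0% = low Mg2+ inducing control and 100% = high Mg2+ repressing control; strong numbers were not always called active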
# NTR1 agonist = NTR1-driven beta-arrestin-GFP spot formation – imaging, U2OS cells, high content, primary screen (AID 493036); 330,000 tested, 0.17% active; activation, % at 20 µM; P30989; agonist mode;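 active means activation at or above 40% of the spot to cytoplasm intensity ratio, with at least 20 cells analyzed; inconclusive means wells under 20 cells, flagged as cytotoxic or low count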;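 further: 0% = DMSO without peptide and 100% = 100 nM NTR1 peptide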
# Target sequence (P30989 whole entry, looked up): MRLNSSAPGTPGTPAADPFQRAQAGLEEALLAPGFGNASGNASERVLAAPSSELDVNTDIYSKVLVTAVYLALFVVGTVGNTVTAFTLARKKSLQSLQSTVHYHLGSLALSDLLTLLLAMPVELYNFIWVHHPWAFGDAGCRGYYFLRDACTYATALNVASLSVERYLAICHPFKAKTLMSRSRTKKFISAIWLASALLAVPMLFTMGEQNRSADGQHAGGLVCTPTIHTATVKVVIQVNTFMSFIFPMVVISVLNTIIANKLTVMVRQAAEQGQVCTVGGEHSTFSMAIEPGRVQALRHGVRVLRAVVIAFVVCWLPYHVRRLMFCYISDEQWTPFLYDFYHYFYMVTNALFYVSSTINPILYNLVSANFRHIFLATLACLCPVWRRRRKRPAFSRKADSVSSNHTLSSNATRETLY
# Myeloid diff MLP = compounds promoting myeloid differentiation; calls only at 10 µM; 360,000 tested, 1% active; ER-HoxA9 myeloid progenitors, lysozyme-GFP differentiation, flow cytometry; AID 624256;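 active means normalized GFP-positive differentiation at or above the plate's own cutoff, the solvent-only control mean plus 3 SD; inconclusive means no clear call, values can overlap the other calls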;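 further: cells exposed to compound for four days before flow analysis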
# Siah-1 displacement = Siah-1 peptide-binding antagonists, primary screen, biochemical, fluorescence polarization, rhodamine-plectin, uHTS (AID 1817). 290,000 tested, 0.02% active. Siah-1 / rhodamine-plectin peptide fluorescence polarization; higher % means a stronger effect. one-dose displacement, % at 20 µM; IC50 in µM for titrated hits;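 active means displacement of at least 50% at 20 µM, with a fluorescence ratio check between 0.3 and a set limit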;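 further: plate controls were Siah plus tracer with DMSO for no effect and tracer alone without Siah for full effect; strong numbers were not always called active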
# NTR1 agonist cell count 20 µM = further read-out of NTR1 agonist, marked with its call; cell count; measured here: cell count, cytotoxicity flag
# Myeloid diff MLP GFP+ MAC1+ % = recorded beside Myeloid diff MLP, whose call it bears; GFP+ MAC1+ double positive, %; measured here: differentiation confirmed by MAC1 staining
# * hit, by the source's call; i = inactive; ? = inconclusive; . = not tested or not shown; + = active, no number.
SMILES,GPR35 antagonists,MgcRacGAP inhibition,HIV fusion peptide,LYP phosphatase,GPR55 LPI antagonism,Salmonella PhoP GFP,NTR1 agonist,NTR1 agonist cell count 20 µM,Myeloid diff MLP,Myeloid diff MLP GFP+ MAC1+ %,Siah-1 displacement
COc1ccc(-n2c(=O)c3c4c(sc3n(CC(N)=O)c2=O)CCCCC4)cc1,-5%,-10%,0.0%,0%,4%,-5%,-0.5,47,i,0.6,9%
CCNC(=O)NC(=O)C(C)OC(=O)C1CCN(S(=O)(=O)c2ccccc2C(=O)OC)CC1 (centres undefined),-3%,5%,0.1%,-5%,-7%,6%,0.1,47,i,0.4,14%
Cc1ccc(C(=O)O)cc1N1C(=O)c2cccc3cc(Br)cc(c23)C1=O,-8%,-7%,4.4%,0%,.,-7%,0.0,49,i,1.5,-7%
COC(=O)c1ccc(OC(=O)c2ccccc2F)cc1,0%,.,1.6%,2%,3%,3%,-0.7,66,.,.,-1%
O=C(CCC1CCCCC1)NC1=NCCS1,-2%,6%,-1.4%,-4%,17%,-5%,-1.0,41,i,0.5,0%
Cc1ccc(NC=C(S(=O)(=O)c2ccccc2)S(=O)(=O)c2ccccc2)cc1,0%,-2%,0.5%,1%,1%,6%,-2.0,65,i,1.2,0%
CCOC(=O)c1sc(=S)n(-c2cc(F)ccc2F)c1N,-9%,5%,-2.4%,7%,0%,9%,0.4,93,i,1.1,3%
CCN1CCCC1CNS(=O)(=O)c1c(C)cc(C)cc1C (centres undefined),25%,-2%,-0.4%,-7%,9%,-8%,0.3,87,i,0.1,-7%
C=CCn1sc(=N)c(C#N)c1N,-1%,8%,0.8%,-6%,18%,16%,0.1,43,i,0.9,3%
CC(C(=O)N/N=C/c1ccc(N(C)C)c(Br)c1)N(c1ccccc1)S(C)(=O)=O (centres undefined),0%,7%,1.0%,-3%,.,10%,1.3,54,i,1.8,0%
Cn1nc(C(C)(C)C)cc1C(=O)NCc1cc(F)cc2c1OCOC2,0%,8%,-0.2%,-2%,10%,0%,1.1,37,i,0.8,13%
Cc1c(S(=O)(=O)N2CCC(C)CC2)c(=O)n(C)c(=O)n1C,.,7%,.,.,.,-5%,-0.9,67,i,0.9,.
CC(=O)N(CN1C(=O)CCC1=O)c1ccc(Cl)c(Cl)c1,-6%,5%,0.3%,-5%,13%,-8%,-0.9,29,i,0.6,-10%
CNC(=O)CN(c1ccc(F)cc1)S(=O)(=O)c1cc(C)ccc1OC,-11%,10%,1.9%,-1%,2%,8%,-0.9,69,i,7.2,1%
CN(C)CCNC(=O)Cn1ccc2cc(S(=O)(=O)N3CCCCC3)ccc21,-15%,10%,-0.2%,-14%,-15%,-11%,-0.1,61,i,0.0,-4%
COc1ccc(Br)cc1C(=O)Nc1ccccc1N1CCN(C(=O)c2ccccc2)CC1,-6%,0%,2.0%,2%,-9%,-6%,3.8,63,.,.,0%
CCCC(=O)N(CCN1CCOCC1)c1nc2c(C)ccc(C)c2s1,21%,8%,2.4%,-5%,5%,-5%,2.3,70,i,0.3,5%
CCNC(=S)N(CCN(CC)CC)Cc1cc2cc3c(cc2[nH]c1=O)OCO3,-13%,11%,1.1%,-4%,5%,0%,-0.1,64,i,0.6,-3%
O=C(NCc1ccco1)c1ccc(S(=O)(=O)c2cccc(S(=O)(=O)N3CCOCC3)c2)cc1,8%,12%,3.3%,-4%,24%,1%,-0.6,76,i,0.7,1%
COc1ccc(N2C(S)=C(C#N)C(=O)NC23CCCCC3)cc1,-10%,?,-1.6%,-1%,0%,-6%,0.9,41,i,0.4,1%
Cc1ccccc1CSc1nnc(-c2ccncc2)n1C,11%,3%,0.2%,-2%,6%,2%,-1.1,98,i,0.5,2%
COc1cccc(-c2noc(C3CCCN(C(=O)Cc4ccccc4)C3)n2)c1 (centres undefined),-7%,11%,-2.0%,-1%,9%,11%,3.3,62,i,1.2,-1%
Cn1nnnc1NC(=O)c1ccccc1Cl,2%,7%,-0.6%,-9%,0%,2%,0.1,66,i,0.8,6%
COc1ccccc1NC(=O)c1cnc2n(c1=O)CCS2,-1%,5%,-1.2%,6%,5%,6%,-1.1,96,i,1.2,-3%
CC(=O)c1ccc(NC(=O)/C(Cl)=C/c2ccccc2)cc1,8%,6%,4.3%,2%,8%,10%,1.2,47,i,0.2,11%
CN(Cc1cccnc1)C(=O)CC1C(=O)NCCN1CC(c1ccccc1)c1ccccc1 (centres undefined),0%,4%,-1.0%,-9%,1%,-6%,-0.8,106,i,0.1,6%
COc1ccc2[nH]cc(CCCN3C(=O)c4ccccc4C3=O)c2c1,-19%,12%,-1.5%,0%,6%,20%,6.2,57,i,0.2,-3%
Cc1ccc(NC(=O)CN(C)C(=O)c2cccc(S(=O)(=O)NCc3ccccc3)c2)cc1,.,4%,.,.,.,-1%,1.0,71,i,0.7,.
Cc1cc(Cl)cc2c1NC(=O)[C@]21[C@@H]2C(=O)N(Cc3ccccc3)C(=O)[C@@H]2[C@@H]2CCCN21,4%,11%,7.7%,2%,22%,10%,20,99,i,0.5,-6%
O=C(O)CSC(C(=O)Nc1ccc(Br)cc1)c1ccccc1 (centres undefined),-1%,10%,4.6%,-4%,-3%,-10%,0.5,105,i,0.3,-1%
SC(COCc1ccccc1)CN1CCN(Cc2ccc3c(c2)OCO3)CC1 (centres undefined),4%,10%,1.0%,7%,4%,7%,-0.1,89,i,0.5,-1%
COC(=O)c1[nH]c2cc(OC)ccc2c1NC(=O)CCN1CCN(c2cccc(C)c2C)CC1,15%,6%,1.5%,-3%,11%,13%,5.6,55,i,1.7,-4%
Cc1cc(C)n(-c2cc(N3CCOCC3)ncn2)n1,-8%,2%,8.0%,-9%,4%,7%,1.5,69,i,3.3,9%
Cc1cc(C)n(-c2ccc(C(=O)C(C#N)c3nc4ccccc4n3C)cc2)n1 (centres undefined),24%,17%,0.2%,-4%,3%,0%,4.1,55,i,7.6,4%
CC(=O)N=c1c(C#N)cc2c(=O)n3ccccc3nc2n1CCCOC(C)C,-8%,.,2.0%,-46%,-9%,3%,-0.7,40,i,0.5,-3%
Cc1ccnc(NC(=O)CC(NC(=O)c2ccccc2Cl)c2ccccc2)c1 (centres undefined),.,2%,.,.,.,0%,-0.2,55,i,0.5,.
CC(C)C(=O)NNC(=O)CSc1nnnn1C(C)C,16%,0%,0.5%,-12%,3%,.,1.4,29,i,0.4,-1%
CC(=O)c1c(C)n(-c2ccc(Cl)cc2)c2ccc(O)cc12,-14%,7%,-1.3%,-8%,0%,-2%,5.0,75,i,0.3,-7%
CCc1ccc(S(=O)(=O)Nc2nccs2)cc1,7%,9%,4.3%,-8%,2%,-7%,-1.2,50,i,0.9,3%
O=C(c1ccc(CNc2c(N3CCCC3)c(=O)c2=O)cc1)N1CCN(C2CCCCC2)CC1,-3%,8%,2.1%,-4%,3%,3%,-2.3,87,i,1.5,2%
CCN(CC)CCCNC(=O)c1nn2c(C(F)(F)F)cc(-c3ccccc3)nc2c1Cl,10%,-8%,-0.1%,-7%,10%,-6%,-1.3,55,i,2.1,1%
CCC1=[N+](C)CCn2c(C)ccc21,4%,13%,-0.3%,-5%,12%,-9%,-0.6,48,i,1.4,3%
Cc1cc(-c2ccccc2)nc(N2CCN(c3ccccn3)CC2)n1,-12%,5%,3.8%,-6%,1%,-2%,11,58,i,0.4,-7%
O=C(NCCCO)c1cc2c([nH]c3ccccc32)c(-c2ccc(F)cc2)n1,0%,10%,3.3%,-2%,12%,-2%,9.3,86,i,0.6,2%
CCOC(=O)N1CCN(C(=O)c2ccc3c(c2)NC(=O)/C(=C\c2cccc(C)c2)S3)CC1,1%,.,0.3%,-4%,-14%,4%,18,55,?,.,-8%
COC(=O)c1ccccc1NC(=O)CSCC(=O)Nc1ccccc1,-2%,3%,0.1%,-8%,25%,20%,0.1,85,i,1.9,8%
O=C(COc1ccc(Cl)cc1)NCCSc1ccccc1,-14%,5%,1.6%,-9%,-16%,1%,-1.2,57,i,0.6,6%
CCC(=O)N1CCc2cc(Br)cc(S(=O)(=O)CCC(=O)NCC3CCCO3)c21 (centres undefined),2%,2%,0.5%,-5%,6%,1%,-1.7,76,+,7.8*,-1%
Clc1ccc(CN2CCC(c3nc4ccc(Cl)cc4[nH]3)CC2)cc1,-1%,10%,-0.9%,-5%,13%,80µM*,8.3,49,i,5.9,-1%
O=C(COC(=O)CSc1ccc([N+](=O)[O-])cc1)NCCCc1ccccc1,14%,4%,0.8%,0%,11%,6%,-0.8,66,i,0.8,3%

# Grouped by structure, those above with bromine
SMILES,GPR35 antagonists,MgcRacGAP inhibition,HIV fusion peptide,LYP phosphatase,GPR55 LPI antagonism,Salmonella PhoP GFP,NTR1 agonist,NTR1 agonist cell count 20 µM,Myeloid diff MLP,Myeloid diff MLP GFP+ MAC1+ %,Siah-1 displacement
Cc1ccc(C(=O)O)cc1N1C(=O)c2cccc3cc(Br)cc(c23)C1=O,-8%,-7%,4.4%,0%,.,-7%,0.0,49,i,1.5,-7%
CC(C(=O)N/N=C/c1ccc(N(C)C)c(Br)c1)N(c1ccccc1)S(C)(=O)=O (centres undefined),0%,7%,1.0%,-3%,.,10%,1.3,54,i,1.8,0%
COc1ccc(Br)cc1C(=O)Nc1ccccc1N1CCN(C(=O)c2ccccc2)CC1,-6%,0%,2.0%,2%,-9%,-6%,3.8,63,.,.,0%
O=C(O)CSC(C(=O)Nc1ccc(Br)cc1)c1ccccc1 (centres undefined),-1%,10%,4.6%,-4%,-3%,-10%,0.5,105,i,0.3,-1%
CCC(=O)N1CCc2cc(Br)cc(S(=O)(=O)CCC(=O)NCC3CCCO3)c21 (centres undefined),2%,2%,0.5%,-5%,6%,1%,-1.7,76,+,7.8*,-1%

# Record cards (already shown). Order of values: GPR35 antagonists | MgcRacGAP inhibition | HIV fusion peptide | LYP phosphatase | GPR55 LPI antagonism | Salmonella PhoP GFP | NTR1 agonist | NTR1 agonist cell count 20 µM | Myeloid diff MLP | Myeloid diff MLP GFP+ MAC1+ % | Siah-1 displacement
# `CCc1ccc(S(=O)(=O)Nc2nccs2)cc1` as listed: 7% | 9% | 4.3% | -8% | 2% | -7% | -1.2 | 50 | i | 0.9 | 3%
# `Clc1ccc(CN2CCC(c3nc4ccc(Cl)cc4[nH]3)CC2)cc1` as listed: -1% | 10% | -0.9% | -5% | 13% | 80µM* | 8.3 | 49 | i | 5.9 | -1%
